# Screening data: PubChem BioAssay, Sanford-Burnham Center for Chemical Genomics
# SENP7 block: SENP7 protease inhibitors, primary screen, biochemical, luminescence, uHTS | Sentrin-specific protease 7 (Homo sapiens), Q9BQF6 | recombinant SENP7, Z-RLRGG-aminoluciferin luminescence, 40 min | inhibition, % at 5 µM | actives 1.5% (n = 330,000) | AID 434973, 2010;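 active = inhibition above about 50% at the single test dose, limit read from the data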;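 also: plate controls were DMSO with enzyme for no effect and no enzyme buffer wells for full effect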
# Target sequence (Q9BQF6 706-1050 limits assumed): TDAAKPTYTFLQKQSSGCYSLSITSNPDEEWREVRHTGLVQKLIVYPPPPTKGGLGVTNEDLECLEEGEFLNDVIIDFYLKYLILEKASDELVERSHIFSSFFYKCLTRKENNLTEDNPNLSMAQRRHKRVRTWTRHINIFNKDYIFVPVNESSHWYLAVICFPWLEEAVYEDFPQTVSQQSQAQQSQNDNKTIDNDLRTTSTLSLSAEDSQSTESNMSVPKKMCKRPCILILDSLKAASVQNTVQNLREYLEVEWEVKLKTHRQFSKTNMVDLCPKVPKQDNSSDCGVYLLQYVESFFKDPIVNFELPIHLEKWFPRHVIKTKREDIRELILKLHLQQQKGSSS
# SENP6 block: SENP6 protease inhibitors, primary screen, biochemical, luminescence, uHTS. Sentrin-specific protease 6 (Homo sapiens), Q9GZR1. inhibition, % at 10 µM. actives 1.8% (n = 330,000). Recombinant SENP6 catalytic domain, aminoluciferin luminescence;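 active = inhibition above about 50% at the single tested dose, limit read from the data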;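 also: plate controls were DMSO wells with enzyme for no effect and DMSO wells lacking enzyme for full effect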
# Target sequence (Q9GZR1 628-1112 limits assumed): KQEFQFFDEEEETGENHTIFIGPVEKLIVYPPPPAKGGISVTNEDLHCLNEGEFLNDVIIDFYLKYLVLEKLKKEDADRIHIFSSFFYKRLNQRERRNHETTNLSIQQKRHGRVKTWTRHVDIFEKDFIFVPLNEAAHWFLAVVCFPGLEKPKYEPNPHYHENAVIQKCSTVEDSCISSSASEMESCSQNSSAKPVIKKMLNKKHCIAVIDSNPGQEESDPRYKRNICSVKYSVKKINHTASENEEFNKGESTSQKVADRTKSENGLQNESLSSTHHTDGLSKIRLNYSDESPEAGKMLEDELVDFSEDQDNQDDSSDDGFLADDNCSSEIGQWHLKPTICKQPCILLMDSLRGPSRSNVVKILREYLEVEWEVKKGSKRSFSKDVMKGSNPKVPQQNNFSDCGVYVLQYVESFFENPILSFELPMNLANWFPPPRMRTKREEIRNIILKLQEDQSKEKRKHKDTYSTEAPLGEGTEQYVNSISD
# PfG6PD inh: PfG6PD enzyme inhibitors, primary screen, biochemical, fluorescence intensity, uHTS; glucose-6-phosphate dehydrogenase-6-phosphogluconolactonase (Plasmodium falciparum 3D7); PfGluPho enzyme, NADPH resazurin-diaphorase fluorescence; inhibition, % at 20 µM; actives 0.78% (n = 350,000);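 active = inhibition reaching at least a set limit at 20 µM in the primary screen, cut at about 59% in these data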;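 also: 0% = DMSO wells with substrate and 100% = DMSO wells lacking glucose-6-phosphate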
# SENP1 FRET inh: human SENP1 catalytic domain inhibitors, primary screen, biochemical, FRET, uHTS | recombinant SENP1 catalytic domain, CyPet-SUMO1-YPet FRET cleavage | inhibition, % at 10 µM | Sentrin-specific protease 1 (Homo sapiens), Q9P0U3 | actives 0.21% (n = 360,000);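 active = inhibition at least 30% at 10 µM, raw YFP signal under a set limit, fluorescence ratio 0.5 to 1.5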;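 also: 0% = enzyme with DMSO and 100% = no enzyme wells; some results filed as inactive read as strong as hits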
# Target sequence (Q9P0U3 419-644 limits assumed): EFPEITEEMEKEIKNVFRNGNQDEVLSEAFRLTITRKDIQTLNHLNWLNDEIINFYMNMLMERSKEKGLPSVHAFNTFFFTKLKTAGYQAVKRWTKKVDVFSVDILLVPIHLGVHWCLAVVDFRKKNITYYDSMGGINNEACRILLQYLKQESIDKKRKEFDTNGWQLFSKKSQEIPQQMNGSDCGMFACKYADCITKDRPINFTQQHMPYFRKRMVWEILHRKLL
#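 Material: hSENP1 catalytic domain, recombinant; medium: Tris pH 8 with BME, BSA, NP40 and catalase; compound: single concentration of 10 µM compound, 0.5% DMSO final; technique: FRET read of cyan and yellow fluorescence; timing: 50 min enzyme reaction, room temperature, light-protected; reagent: SFCypet-SUMO1-SFYpet substrate at 25 nM; control set: no-enzyme low, enzyme-DMSO high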
# SENP8 block-1: SENP8 protease inhibitors, primary screen, biochemical, luminescence; AID 2540, 2010; actives 1.2% (n = 330,000); inhibition, % at 10 µM; Sentrin-specific protease 8 (Homo sapiens), Q96LD8; purified SENP8, Z-RLRGG-aminoluciferin cleavage; in the data active = inhibition above about 50%
# SENP8 block-2: human SENP8 protease inhibitors, primary screen, biochemical, fluorescence, Nedd8 protein substrate, uHTS; recombinant SENP8; inhibition, % at 20 µM; actives 0.64% (n = 360,000); AID 602440, 2012; in the data active = inhibition mostly above about 40%, no sharp cut-off; inactive = mostly below about 27%
# HKDC1 inhibitor: HKDC1 hexokinase inhibitors, primary screen, biochemical, fluorescence, uHTS; Q2TB90; recombinant HKDC1, G6PDH/diaphorase resazurin coupled fluorescence; inhibition, % at 20 µM; actives 0.16% (n = 340,000); AID 493160, 2011;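 active = inhibition above about 35% when tested at 20 µM, limit read from the data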;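 also: plate controls were DMSO wells with enzyme for no effect and DMSO wells lacking enzyme for full effect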
#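 Assay system: in-house recombinant HK5 (HKDC1) enzyme. Input: HKDC1 at 5 µg/mL. Medium: Tris pH 8.0 buffer with MgCl2, Tween-20, BSA, BME. Dosing: single 20 µM dose. Schedule: 90 min reaction incubation at room temperature, dark. Signal: resazurin-to-resorufin fluorescence via G6PDH and diaphorase coupling, 525/613 nm. Controls: DMSO-enzyme wells negative, buffer-substituted wells positive.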
# Apaf-1 inh: inhibitors of human Apaf-1 apoptosome, primary screen, biochemical, DEVD-Rh110 fluorescence, uHTS. AID 489030, 2010. reconstituted apoptosome caspase-3 activity. inhibition, % at 20 µM. actives 0.71% (n = 330,000). Apoptotic protease-activating factor 1 (Homo sapiens), O14727; active = inhibition of at least 40% at 20 µM;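 also: plate controls were DMSO wells for no effect and DEVD-CHO caspase inhibitor wells for full effect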
#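 Material: reconstituted apoptosome with Apaf-1, cytochrome c, caspase-9, procaspase-3, dATP. Technique: Rh110 fluorescence intensity. Buffer or medium: pH 7.5 Hepes buffer with CHAPS, BSA, DTT. Times: 30 min plus 50 min, RT.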
# NLRP3 yeast inh: NALP3 inflammasome inhibitors in reconstituted yeast, primary screen, luminescence, uHTS; AID 2825, 2010; Yeast reconstituted NLRP3/ASC/caspase-1, beta-gal luminescence, 24 h; inhibition, % at 10 µM; actives 0.39% (n = 330,000);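 active = inhibition of 50% or more; inactive = inhibition below 50%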;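 also: plate controls were induced DMSO wells for no effect and uninduced yeast grown without galactose for full effect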
# * = called active by the depositor; x = no result given.
SMILES,SENP7 block,SENP6 block,PfG6PD inh,SENP1 FRET inh,SENP8 block-1,SENP8 block-2,HKDC1 inhibitor,Apaf-1 inh,NLRP3 yeast inh
CCOC(=O)c1oc2ccccc2c1COC(=O)CNC(=O)c1cc(OC)c(OC)c(OC)c1,9,-17,-5,4,-10,-11,-5,10,27
CN(C)CCCN(C(=O)c1ccc(C(=O)c2ccccc2)cc1)c1nc2ccc(F)cc2s1,-12,-23,0,2,-13,10,6,33,17
CN(C(=O)c1cc2c(s1)-c1ccccc1S(=O)(=O)C2)c1ccccc1,-2,-7,-4,1,-3,22,5,0,11
Cc1cc(-c2csc(NC(=O)c3ccccc3C(F)(F)F)n2)c(C)n1Cc1ccccc1,-8,-4,-15,0,-4,9,-7,17,12
c1coc(-c2nnc(NC3=NCCC3)o2)c1,5,-9,-5,3,3,18,-4,5,6
COc1cc(/C=C/C(=O)Nc2nc3ccc(S(=O)(=O)NC(C)C)cc3s2)cc(OC)c1OC,-4,9,28,-6,8,-379,-6,8,31
O=C1NC2(CCc3ccccc32)C(=O)N1CCOc1ccc(Cl)cc1 (stereo not given),-8,-29,-8,-5,-8,25,0,-34,8
Cn1c(C2=C(O)CN(c3ccccc3)C2=N)nc2ccccc21,3,5,-14,-9,-4,-50,-5,-1,1
COc1ccc(N2CCN(S(=O)(=O)c3cn(C)cn3)CC2)cc1,-3,2,7,2,5,7,-7,-5,11
CC(C)[C@H](CN1CCC[C@H]1CN1C(N)=NC[C@@H]1Cc1ccccc1)N1C[C@@H](Cc2ccccc2)N(CCc2ccc(Cl)c(Cl)c2)C1=N,-2,-20,29,1,-14,9,10,82*,24
COc1cccc(NC(=O)CN(C)C(=O)CC(NC(=O)c2ccccc2Cl)c2ccccc2)c1 (stereo not given),-3,-25,-5,1,-12,10,0,3,7
CC(C)Cn1nc(C(=O)NCc2ccccc2CN2CCCC2)c2ccccc2c1=O,4,-4,0,1,6,20,-1,8,18
COc1ccc2c(Cl)c(C(=O)NCc3ccco3)sc2c1,37,14,-7,-4,-4,-8,8,6,41
CCOc1cccc(C(=O)Nc2cc(-c3nn4c(C)nnc4s3)ccc2C)c1,-5,6,3,-4,1,12,-7,-1,14
CCc1ccccc1NC(=O)CSc1nnc(Cn2nnc3ccccc32)n1C,-6,-1,7,1,2,10,-1,-14,10
Cc1ccccc1NC(=S)N(Cc1ccccn1)Cc1ccccc1Cl,1,0,18,-5,-5,18,-3,6,-3
CCOc1ccc(Cl)cc1S(=O)(=O)N1CCC(C(=O)NCc2ccco2)CC1,-2,-15,-12,1,6,3,-2,1,22
O=C(Cc1ccccn1)c1ccccc1,-5,-16,-4,-2,7,-3,-6,-4,-5
CCCCN1C(=O)Cc2c1nc(N)c1c(N)nc(N(CCC)CCC)c(C#N)c21,x,x,6,-52,x,-327,9,x,x
OCC(O)C1OC(Nc2ccc(Cl)cc2)C(O)C1O (stereo not given),-7,-2,15,2,-3,3,-3,-5,-4
C=CCc1c(C)nn(CC(=O)O)c1-c1ccccc1,5,-4,0,2,3,12,-6,1,24
O=[N+]([O-])c1ccccc1S(=O)(=O)Nc1cccc(-c2ccc(N3CCOCC3)nn2)c1,9,30,-29,-1,9,6,-3,15,12
C=CCn1c(C(C)(C)C)nc2ccccc21,-1,-10,4,0,2,6,-7,-2,20
O=S(=O)(NCC(c1cccnc1)N1CCN(Cc2ccccc2)CC1)c1ccc(Cl)cc1 (stereo not given),-1,-5,12,-7,7,10,-3,13,2
COc1cccc(CN(C)C(=O)c2ccc(Oc3ccccc3)cc2)c1OC,4,-5,-12,2,2,9,8,-27,25
O=C(NCc1cccnc1)C1CCN(S(=O)(=O)N2CCOCC2)CC1,-2,-1,-21,2,-3,0,-8,-7,-7
O=C(Nc1ncc2c(n1)-c1ccccc1OC2)c1ccc(Cl)cc1Cl,0,2,9,-1,-2,-255,-1,9,2
Cc1ccc(OCCCCCCN2CCNCC2)c(Br)c1,2,-20,-3,3,-7,28,-2,26,18
Cc1oc2c(c1C(=O)NCc1cccnc1)C(=O)c1ccccc1C2=O,74*,84*,103*,x,49,x,27,86*,40
O=C(OC12CC3CC(CC(C3)C1)C2)c1ccc(NCc2cc(O)ccc2O)cc1,x,x,39,1,x,5,7,x,x
O=C(NNC(=O)c1ccc(NC(=O)C2CC2)cc1)c1ccc(F)cc1,-2,3,-4,3,-1,-34,-5,13,14
COC(=O)C1=C(C)N(CCCC(=O)O)C(=O)NC1c1ccc(OC)cc1 (stereo not given),10,-3,-18,1,4,5,-7,-3,3
COc1ccc(C(=O)OCc2c(F)cccc2Cl)cc1S(=O)(=O)N1CCOCC1,4,0,-3,-1,-6,2,3,14,9
COc1ccc2cc(C(=O)N3CCc4ccccc43)[nH]c2c1,93*,86*,7,-28,53*,-24,2,6,35
COc1ccc(C(=O)O)cc1S(=O)(=O)Nc1cccc(C(F)(F)F)c1,6,19,-19,0,3,6,-4,-2,14
COc1ccc(-c2noc(C(=O)NCc3ccccc3Cl)n2)cc1OC,1,7,13,0,1,12,-2,-11,29
Cc1ccc(C(=O)NCc2nnc(SCC(=O)NC(C)c3ccccc3)n2C)cc1 (stereo not given),-1,8,17,1,6,10,-8,-7,1
Cc1ccc(C(=O)CSc2nnc(C)s2)cc1,-8,-11,-10,4,-19,3,-3,1,-5
CC(C)(C)c1ccc(C(=O)Nc2ccccc2Cl)cc1,76*,80*,26,2,70*,11,-9,15,34
COc1ccc(C)cc1C1=CC(=O)C[C@H](c2ccc(F)cc2)C1,-2,2,17,0,-7,-78,-5,14,2
COc1ccc(/C=C/c2ccccc2)cc1[C@H]1[C@@H]2C=CCC[C@@]2(C)C(=O)N1Cc1ccccc1,7,-10,5,-1,-14,-357,1,19,2
COc1ccc(CCNC(=O)CN(c2ccc(OC)c(OC)c2)S(=O)(=O)c2ccc(C)cc2)cc1,4,20,6,1,4,6,-7,8,4
CC1(C)CC(=O)C2=C(C1)N(c1ncn[nH]1)C(N)=C(C#N)C2c1ccccc1 (stereo not given),-10,-15,15,-2,-11,-26,-9,-3,-1
O=C(CS(=O)(=O)c1cn(CC(=O)N2CCOCC2)c2ccccc12)Nc1ccccc1F,-1,-6,-15,1,8,18,6,7,3
O=C(Nc1cccnc1Oc1ncnc2cc(Cl)ccc12)c1ccc(F)cc1,5,3,-7,x,1,x,-1,-26,9
COc1ccc(/C=C(\C#N)c2nc3ccccc3[nH]2)cc1O,43,57*,-11,-72,38,-169,-9,1,31
COCCN(Cc1nc(-c2ccc(-c3ccccc3)cc2)oc1C)C(C)C,14,22,11,-4,-12,-56,5,17,24
C/C(=N\NC(=O)c1ccc(C)cc1C)c1ccc(-n2ccnc2)cc1,-8,4,5,0,6,3,4,-7,8
CC(C)CN1CC(C(=O)O)CC1=O (stereo not given),1,2,17,0,3,-5,-14,3,0
Cc1ccc(N(C(=O)c2snc(C(N)=O)c2N)C(C(=O)NCCC(C)C)c2ccco2)cc1 (stereo not given),-8,0,18,-23,-1,-408,1,21,6
# Following part.
SMILES,SENP7 block,SENP6 block,PfG6PD inh,SENP1 FRET inh,SENP8 block-1,SENP8 block-2,HKDC1 inhibitor,Apaf-1 inh,NLRP3 yeast inh
COc1ccccc1N(Cc1cc2ccc(C)cc2[nH]c1=O)C(C)=O,9,-14,-2,-1,-6,-48,1,6,14
C/C(=N\NC(=O)c1cc(-c2ccc(Cl)s2)[nH]n1)c1ccncc1,1,-9,2,2,3,11,-1,6,3
COC(=O)C1(C)NC(c2ccccc2F)C2C(=O)N(c3ccccc3)C(=O)C21 (stereo not given),6,3,6,-2,14,16,-4,2,21
Cc1ccc(F)cc1NC(=O)c1ccc(OCC2CCCO2)cc1 (stereo not given),6,-7,-3,1,-8,8,-4,2,17
Oc1ccc(Cl)cc1CNC1CCCCC1,x,x,-15,1,x,19,-4,x,x
Cc1ccc(CNS(=O)(=O)c2ccc([N+](=O)[O-])cc2)cc1,11,17,-8,2,2,17,-4,2,19
COc1ccccc1NC(=O)CSc1nnc(-c2ccc(NC(C)=O)cc2)n1C,-1,2,23,3,5,1,-3,-9,17
CC(=O)c1coc2ccc(OCCN3CCCCC3)cc12,-9,-54,-20,1,-7,13,-10,10,16
O=C(NCC1COc2ccccc2O1)c1cn(Cc2ccc(F)cc2)nn1 (stereo not given),-4,-10,3,0,-6,3,1,12,3
COc1ccccc1-c1cc(C(=O)NC2CCN(C)CC2)c2ccc(Cl)c(C)c2n1,-10,-14,3,-2,-7,-430,-2,38,23

# Sorted by molecular weight (largest number first): some entries from above
SMILES,SENP7 block,SENP6 block,PfG6PD inh,SENP1 FRET inh,SENP8 block-1,SENP8 block-2,HKDC1 inhibitor,Apaf-1 inh,NLRP3 yeast inh
COc1ccccc1NC(=O)CSc1nnc(-c2ccc(NC(C)=O)cc2)n1C,-1,2,23,3,5,1,-3,-9,17
O=C(NCC1COc2ccccc2O1)c1cn(Cc2ccc(F)cc2)nn1 (stereo not given),-4,-10,3,0,-6,3,1,12,3
COc1ccccc1N(Cc1cc2ccc(C)cc2[nH]c1=O)C(C)=O,9,-14,-2,-1,-6,-48,1,6,14
Oc1ccc(Cl)cc1CNC1CCCCC1,x,x,-15,1,x,19,-4,x,x

# (cont.)
SMILES,SENP7 block,SENP6 block,PfG6PD inh,SENP1 FRET inh,SENP8 block-1,SENP8 block-2,HKDC1 inhibitor,Apaf-1 inh,NLRP3 yeast inh
CCOC(=O)CSc1nc(=O)n2cc(C)ccc2n1,-6,5,11,-1,-9,-122,-7,3,24
O=C(COC(=O)Cn1cnc2ccccc2c1=O)NCc1ccccc1Cl,-10,-18,11,3,-9,8,-10,1,17
CCc1nc(SCC(=O)Nc2ccc(F)cc2F)c2c(=O)n(C)c(=O)n(C)c2n1,2,10,8,0,0,-3,-3,-10,2
O=S(=O)(Nc1ccccn1)c1ccc(Cl)c2ccccc12,-5,5,5,3,-8,-58,-8,5,24
CCC(C)NC(=O)C1CC(c2cccc(OC)c2)=NO1 (stereo not given),-6,-4,11,0,-8,14,-4,1,10
CCOC(=O)c1c(NC(C)=O)sc2c(OC(C)=O)cccc12,-12,-1,8,4,-6,-11,-6,3,29
CC(Oc1ccccc1Cl)C(=O)/C=C/N(C)C (stereo not given),-14,-6,-7,-70,1,16,2,-6,-3
Cc1cccc(-n2ccc(=O)c(C(=O)Nc3ccc(S(=O)(=O)Nc4nccs4)cc3)n2)c1,-3,3,-13,1,-10,18,1,2,7

# Hits appear at their usual frequency; overall some 4.1% were active at least once.
